Assay outcomes as filed in PubChem.
RAD54 branch: inhibitors of human RAD54 branch migration; Q92698; RAD54 Holliday junction branch migration, FAM/BHQ fluorescence; inhibition, % at 10.4 µM; hit rate 0.14% among 360,000;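 active = mean normalized replicate activity at least 40 and at least half of replicates scoring 40 or more; inconclusive = only one of the two criteria met; inactive = mean below 40 and under half of replicates reaching 40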;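 note: 0% = median of neutral control wells and 100% = median of positive control wells; inhibitors cause a drop in the FAM fluorescence signal; in these data hits start at about 50%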
ERp5 inh: inhibitors of human ERp5 | inhibition, % at 9.99 µM | ERp5 insulin aggregation, absorbance 650 nm, 90 min | Q15084 | hit rate 0.05% among 350,000;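 active = mean replicate inhibition above about 25%, with every replicate also reaching it, limit read from the data, passing the limit was not always enough; inconclusive = only one of those two criteria met; inactive = neither criterion met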
Target sequence (Q15084 whole entry, looked up): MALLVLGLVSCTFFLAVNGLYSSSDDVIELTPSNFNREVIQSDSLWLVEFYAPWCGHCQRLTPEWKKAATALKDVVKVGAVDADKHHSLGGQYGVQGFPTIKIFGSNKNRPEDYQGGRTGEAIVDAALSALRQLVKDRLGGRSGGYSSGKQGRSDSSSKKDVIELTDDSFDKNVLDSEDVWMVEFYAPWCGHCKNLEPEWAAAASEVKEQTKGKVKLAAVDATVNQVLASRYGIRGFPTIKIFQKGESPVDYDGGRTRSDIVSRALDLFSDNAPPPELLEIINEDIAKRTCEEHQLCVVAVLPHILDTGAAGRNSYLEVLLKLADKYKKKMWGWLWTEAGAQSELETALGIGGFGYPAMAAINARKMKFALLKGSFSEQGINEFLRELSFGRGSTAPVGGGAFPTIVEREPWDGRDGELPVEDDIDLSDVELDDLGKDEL
E-selectin induc: E-selectin induction on HUVECs | P16581 | HUVEC E-selectin immunofluorescence imaging; normalized: neutral wells 0, TNF-alpha wells 100 | activation, % at 7.58 µM | hit rate 0.37% among 260,000 | AID 686992;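 active = mean E-selectin-positive cell signal at least 10% of the positive control, reached in at least 60% of replicates, without over 20% cell loss; inconclusive = no rule given, readout overlaps actives, possibly toxicity-flagged; inactive = the rest, including those meeting only one limit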;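 note: in these data hits start at about 27%; measured in HUVEC primary endothelial cells; signal is the percent of cells scored E-selectin positive by PE staining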
Target sequence (P16581 whole entry, looked up): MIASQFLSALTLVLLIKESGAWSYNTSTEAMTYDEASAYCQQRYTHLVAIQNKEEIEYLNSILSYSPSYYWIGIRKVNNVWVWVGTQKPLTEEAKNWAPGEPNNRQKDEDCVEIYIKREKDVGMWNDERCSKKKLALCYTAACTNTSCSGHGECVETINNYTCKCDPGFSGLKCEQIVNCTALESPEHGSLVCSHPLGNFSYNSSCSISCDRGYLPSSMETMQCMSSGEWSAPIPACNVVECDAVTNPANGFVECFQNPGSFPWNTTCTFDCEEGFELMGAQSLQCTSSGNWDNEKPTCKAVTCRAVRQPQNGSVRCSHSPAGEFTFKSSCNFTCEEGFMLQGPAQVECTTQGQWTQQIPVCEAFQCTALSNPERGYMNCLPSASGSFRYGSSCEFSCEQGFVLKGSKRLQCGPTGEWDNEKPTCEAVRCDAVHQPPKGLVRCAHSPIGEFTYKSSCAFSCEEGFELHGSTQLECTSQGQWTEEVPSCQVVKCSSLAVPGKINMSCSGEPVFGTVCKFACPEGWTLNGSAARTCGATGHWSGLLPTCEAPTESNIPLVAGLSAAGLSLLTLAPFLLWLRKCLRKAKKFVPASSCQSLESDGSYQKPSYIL
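assay system = HUVEC, human umbilical vein endothelial cells | input = 3,000 HUVEC seeded per well | medium = EGM-2 growth medium on 0.1% gelatin-coated wells | dosing = one compound dose added by pin transfer | signal = immunofluorescence imaging | read-out basis = % PE-positive cells | control set = TNF-alpha, DMSO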
PglD inh: inhibitors of Campylobacter jejuni PglD acetyltransferase | purified PglD enzyme, DTNB colorimetric CoA detection | hit rate 0.098% among 360,000 | inhibition, % at 12.5 µM | AID 602405; in the data active = inhibition above about 16%, passing the limit was not always enough; inconclusive = no clear call, values can overlap the other calls; note: strong numbers were not always called active
RAD52 inh: blocks human RAD52 DNA annealing. P43351. recombinant RAD52 DNA annealing, FRET fluorescence. inhibition, % at 18.7 µM. hit rate 0.46% among 360,000;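 active = every replicate showing at least 50% inhibition; inconclusive = mean inhibition at least 50% but not in every replicate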
CASP6 VEID inh: caspase-6 (human) enzyme inhibition | P55212 | hit rate 0.53% among 350,000 | purified caspase-6, Z-VEID-R110 cleavage fluorescence | inhibition, % at 12.5 µM;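 active = mean inhibition across replicates at least about 35%, with every replicate also reaching that limit, limit read from the data; inconclusive = only one of the two criteria met; inactive = neither criterion met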;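 note: 0% = median of neutral control wells and 100% = no fluorescence left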
esBAF inh: blocks esBAF chromatin remodeling in mouse ES cells; AID 602393; reporter increase, % at 12.5 µM; Bmi1-luciferase knock-in reporter, 24 h; 100% = twice the neutral-well signal; hit rate 2% among 350,000; in the data active = activation above about 40%; inconclusive = no clear call, values can overlap the other calls;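 note: 0% = median of the plate's neutral control wells and 100% = double that signal; a rise in the Bmi1 reporter signal indicates esBAF inhibition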
ARNT TACC3 PPI: disrupts binding between human ARNT and TACC3; AlphaScreen His-ARNT PAS-B/GST-TACC3 binding, luminescence; TACC3 fragment carries E629A point mutation; inhibition, % at 9.99 µM; AID 623870; hit rate 0.66% among 390,000;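 active = mean inhibition of replicates at least 50% and at least half of replicates each reaching 50%; inconclusive = half or more replicates reach 50% but mean below 50%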;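 note: 0% = complete ARNT plus TACC3 wells and 100% = ARNT alone without TACC3; many hits fall short of the cut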
Starred values were filed as active, the others as inactive; i = inactive; ? = inconclusive; . = no result given.

Molecule	E-selectin induc	RAD54 branch	esBAF inh	PglD inh	RAD52 inh	ARNT TACC3 PPI	ERp5 inh	CASP6 VEID inh
Cc1ccsc1-c1cc2nc(Nc3ccc(F)cc3)n(C)c(=O)c2s1	0.6	-2	6	-2	-13	.	1	-3
C[C@H](CO)N1C[C@H](C)[C@@H](CN(C)C(=O)c2ccncc2)OCCCC[C@H](C)Oc2ccc(NC(=O)CCC(F)(F)F)cc2C1=O	-0.2	2	0	-1	.	4	.	.
O=C(C[C@H]1CC[C@H]2[C@@H](COC[C@@H](O)CN2C(=O)c2ccccc2F)O1)NCc1ccc(-c2ccccc2)cc1	0.1	6	5	0	15	-2	-5	0
O=C(Nc1cc(S(=O)(=O)N2CCOCC2)ccc1N1CCCC1)c1cccnc1Cl	4.3	6	-4	-1	-5	1	4	0
O=C1CC(NNC(=O)c2ccccc2)C(=O)N1 (centres undefined)	.	0	0	-1	.	1	.	.
CC(C)C(NC(=O)c1ccc(C(C)(C)C)cc1)C(=O)OCC(=O)NC(=O)Cc1ccccc1 (centres undefined)	-0.1	17	-3	-2	-10	-2	10	-1
COc1ccc(-c2ccc3c(c2)O/C(=C\c2ccsc2)C3=O)cn1	.	3	45*	-14	i	-20	2	0
C[C@H]1CN([C@@H](C)CO)C(=O)c2cc(C#CC3CCCCC3)cnc2O[C@H]1CN(C)Cc1cccnc1	0.1	7	-5	1	10	-3	3	-3
Cc1nn(Cc2ccccc2)c2sc(C(=O)NCc3cccnc3)cc12	.	-19	5	4	.	-1	.	.
CN(C)C(=O)c1ccc(Cc2cn(C)c3ccccc23)nc1	-5.0	-2	0	2	-18	.	-2	-1
COCc1nnc(NC(=O)c2cccc(NC(=O)C(C)C)c2)s1	-2.3	2	27	-5	4	-7	9	2
C[C@@H]1CN([C@@H](C)CO)C(=O)c2cc(NC(=O)CCC(F)(F)F)ccc2O[C@@H]1CN(C)S(=O)(=O)c1ccccc1	-0.4	0	-1	3	12	-12	-2	1
O=C(O)C1C2C=CC(C2)C1C(=O)NCc1ccccc1F (centres undefined)	.	-1	-6	1	-12	-13	3	-2
CN(c1ccccc1)S(=O)(=O)c1ccc(Cl)c(C(=O)Nc2nn[nH]n2)c1	6.0	-10	.	1	-11	-6	-7	5
CC1=C(C(=O)OCC2CCCO2)C(c2ccc(C)cc2)C2=C(CC(C)(C)CC2=O)N1 (centres undefined)	.	.	.	.	-14	-8	0	-1
COc1ccc(S(=O)(=O)N(CC(=O)Nc2ccc3c(c2)OCO3)c2ccccc2OC)cc1	.	3	-2	-3	.	0	.	.
C[C@@H]1Cn2cnc(C(=O)NCC(=O)OC(C)(C)C)c2C(=O)N1	-0.1	8	3	0	-19	.	5	-1
CO[C@@H]1CN(C)C(=O)c2ccc(NC(=O)C3CCC3)cc2OC[C@H](C)N(Cc2cccnc2)C[C@H]1C	0.0	-6	-3	0	-5	-2	-3	-3
Cc1ccc(-c2cnc3c(c2)C(=O)N([C@@H](C)CO)C[C@@H](C)[C@H](CN(C)Cc2ccccc2F)O3)cc1	.	-3	1	2	11	10	-2	0
COc1ccccc1N=C1NC(=O)/C(=C/c2ccc(N(C)C)cc2)S1	.	-2	4	8	-17	-10	1	0
CN1C(=O)c2cc(NC(=O)c3ccc(Cl)cc3)ccc2OC[C@@H]2O[C@@H](CC(=O)NCc3cccc(F)c3)CC[C@H]21	2.3	-1	-6	2	-20	19	-3	-1
CC(=O)Nc1ccc(NC(=O)CSc2nnc(-c3cccs3)n2N)cc1	.	-21	.	2	0	-14	0	3
O=C(C[C@H]1C[C@@H]2c3cc(NC(=O)c4ccc5c(c4)OCO5)ccc3O[C@@H]2[C@H](CO)O1)NCc1ccccn1	0.1	0	-4	-1	0	1	-1	-2
CCS(=O)(=O)Nc1ccc2c(c1)C(=O)N(C)C[C@H](OC)[C@H](C)CN(CC1CCCCC1)[C@@H](C)CO2	0.0	5	-1	-3	10	-7	-3	1
Cc1onc(-c2c(Cl)cccc2Cl)c1C(=O)NCc1ccccn1	.	11	-5	2	.	-5	.	.
O=C(C[C@@H]1CC[C@@H]2[C@H](COC[C@H](O)CN2C(=O)c2ccccc2F)O1)NCc1ccc(F)cc1	0.0	-2	-4	3	-5	1	3	-1
Cc1cccc(C)c1NC(=O)CSc1nnc(-c2ccco2)c(-c2ccco2)n1	.	-4	1	0	.	57*	.	.
C[C@@H]1CN([C@@H](C)CO)S(=O)(=O)c2ccc(-c3cccc(F)c3)cc2O[C@H]1CN(C)C(=O)c1cccc(F)c1	0.3	-4	-1	1	-9	-2	2	0
CCC(=O)c1ccc(OCC(=O)Nc2ccccc2C(=O)NC2CC2)cc1	.	17	-6	0	-3	-4	-9	2
CC(C)NC(=O)N(C)C[C@H]1Oc2c(NC(=O)Nc3ccc(F)cc3)cccc2C(=O)N([C@@H](C)CO)C[C@@H]1C	-0.2	2	-3	1	-4	-4	1	-1

(more compounds)
Molecule	E-selectin induc	RAD54 branch	esBAF inh	PglD inh	RAD52 inh	ARNT TACC3 PPI	ERp5 inh	CASP6 VEID inh
Nc1c(/C=C2/C=CC(=O)C(O)=C2)c(=O)nc2sc(CC(=O)N3CCCCC3)nn12	.	-26	-5	0	-175	-1	5	83*
CCCCOC(=O)Nc1ccc2c(C)cc(=O)oc2c1	0.8	-3	68*	4	.	-8	.	.
O=C(CN1C(=O)NC2(CCCc3ccccc32)C1=O)NC1CCCCC1 (centres undefined)	.	7	.	2	-6	0	-1	0
CCS(=O)(=O)N1CCCC(C(=O)NCCCOC)C1 (centres undefined)	.	-12	-10	1	.	-8	.	.
CCCNc1nc(Nc2ccc(C)cc2)nc(N2CCCC2)n1	.	2	-16	4	.	5	.	.
COc1cc(NC(=O)COC(=O)CSc2cc(C)ccc2C)c(C)cc1[N+](=O)[O-]	-7.4	2	-4	22*	-7	-3	3	4
CC(C)NC(=O)Nc1cccc2c1O[C@@H](CN(C)C(=O)Nc1ccc3c(c1)OCO3)[C@@H](C)CN([C@H](C)CO)C2=O	-1.3	2	-1	-23	7	5	0	2
C[C@@H]1CN([C@H](C)CO)C(=O)c2c(c3ccccc3n2C)-c2ccccc2CO[C@@H]1CN(C)S(=O)(=O)c1cccc(C#N)c1	-0.3	4	4	10	10	1	4	-1
CCCC#Cc1ccc([C@H]2[C@H](CO)N3C(=O)CN(C(=O)Nc4ccc(F)cc4)C[C@@H]23)cc1	0.1	.	.	.	-9	.	0	-1
CO[C@@H]1CN(C)C(=O)c2ccc(NC(=O)Nc3cc(F)ccc3F)cc2OC[C@@H](C)N(C(=O)c2ccccn2)C[C@H]1C	0.3	-4	1	-6	-13	-2	1	-1
CC1(c2nnc(Cc3ccccc3)o2)CC(c2ccc(Br)cc2)=NO1 (centres undefined)	0.0	12	1	11	.	.	.	.
O=[N+]([O-])c1cc(S(=O)(=O)/N=C(/c2ccccc2)N2CCOCC2)ccc1Cl	.	.	.	.	-5	5	1	1
O=C(O)CCC(=O)c1ccc2sc3ccccc3c2c1	-0.1	.	.	.	-4	-1	3	1
O=C(CCc1c[nH]c2ccccc12)N[C@@H](Cc1c[nH]c2ccc(O)cc12)C(=O)O	0.1	-9	3	-4	2	4	3	1
C[C@@H]1CN([C@@H](C)CO)C(=O)c2cc(C#CC3(O)CCCC3)cnc2O[C@@H]1CN(C)C(=O)C1CCC1	-0.2	-5	6	0	-1	-1	2	-3
CC(C)CN(C(=O)COC(=O)Cc1c[nH]c2ccccc12)C1CCS(=O)(=O)C1 (centres undefined)	.	-4	-2	-6	.	-1	.	.
COc1ccccc1N1CCN(C(=O)C2CC(=O)N(c3ccccc3)C2)CC1 (centres undefined)	.	-8	-1	-3	-22	13	-2	3
COc1ccc(CN(C)C(=O)/C=C/[C@H]2O[C@@H](n3cc(C)c(=O)[nH]c3=O)C[C@@H]2O)cc1OC	0.4	4	-4	2	-12	.	18	0
Cc1ccc([N+](=O)[O-])c(OCc2ncc(Cl)n2C)c1	.	.	18	.	-7	8	6	0
C=Cn1c(C(=O)O)ccc1-c1ccc(CC)cc1	12	.	5	.	-9	-4	-4	-2
C[C@H](CO)N1C[C@H](C)[C@H](CN(C)Cc2ccc(C(F)(F)F)cc2)Oc2c(cccc2N(C)C)C1=O	.	-15	-3	6	3	5	8	1
C[C@H]1CN([C@@H](C)CO)C(=O)c2cccc(NC(=O)Nc3cccc4ccccc34)c2O[C@H]1CN(C)Cc1ccc(Oc2ccccc2)cc1	-2.8	2	0	0	29	20	-1	-1
O=C(CCCOc1ccc(Cl)cc1)NCC1CCCO1 (centres undefined)	.	7	-2	-1	.	4	.	.
COc1ccc2c(c1)C(=O)N(c1ccc(C)cc1C)C(=O)C2	.	-15	-1	2	-53	.	-1	14
CN(CCNC(=O)C1CCN(S(=O)(=O)N2CCOCC2)CC1)CCc1ccccc1	.	-8	6	-6	.	-14	.	.
CC1CC(C)CN(CCCOc2ccccc2[N+](=O)[O-])C1 (centres undefined)	0.0	.	.	.	-1	27	3	-4
Cc1cc(C)c2c(n1)SCC(=O)N2CC(=O)Nc1ccc(F)cc1	-0.1	-6	-5	1	-8	-2	6	3
COC(=O)c1c(NC(=O)C2COc3ccccc3O2)sc2c1CCN(Cc1ccccc1)C2 (centres undefined)	1.6	.	-2	.	-17	1	?	-2
COc1ccc2nc(-c3ccccc3)nc(C3CCCCC3)c2c1	-0.1	-10	16	-1	-6	-3	1	-4
Cc1ccc(/C=C2/SC(=S)N(c3ccc(S(=O)(=O)Nc4nccs4)cc3)C2=O)cc1	.	3	.	-6	-24	.	9	4

Additional results follow:
Molecule	E-selectin induc	RAD54 branch	esBAF inh	PglD inh	RAD52 inh	ARNT TACC3 PPI	ERp5 inh	CASP6 VEID inh
OCCC1CN(CC#Cc2ccccc2)CCN1Cc1ccccc1F (centres undefined)	.	4	-3	8	-7	34	-5	-3
COC(=O)c1ccc(Cn2cnc3cnccc32)cc1	0.1	7	-1	7	-7	-1	-1	-2
Cc1ccc(C(C(=O)NCc2ccc(F)cc2)N(Cc2ccco2)C(=O)c2snc(C(N)=O)c2N)o1 (centres undefined)	-0.1	5	5	1	-24	-3	-2	3
O=C(O)CN1C(=O)/C(=C/c2ccsc2)SC1=S	.	-6	.	-1	-31	-3	-1	3
CC(C)CN(C(=O)CSc1ncnc2ccccc12)C1CCS(=O)(=O)C1 (centres undefined)	.	11	-4	3	-10	-2	-20	2
CC(=O)Cc1cc(O)c2ccccc2c1OC(=O)c1ccc(Br)cc1	.	.	8	.	-15	-4	-1	6
O=C(Nc1ccc(-c2ccccc2)cc1)[C@H]1[C@H](CO)[C@H]2Cn3c(cccc3=O)[C@@H]1N2Cc1cccnc1	0.1	-13	-1	-1	-3	10	4	0
CC(C)Sc1nnc(NC(=O)c2ccc3c(c2)OCO3)s1	-0.3	-2	37	2	-6	-3	-8	-4
Cc1ccc(C)n1-n1cnc2sc(-c3ccccc3)cc2c1=O	.	-7	18	0	.	-18	.	.
Cc1nc(N)nc(N)c1Oc1ccc(Cl)cc1	0.6	-3	4	-4	-18	-8	-4	0
Cc1ccc(S(=O)(=O)Nc2ccc(C(=O)N3CCN(c4ccccc4O)CC3)cc2)cc1[N+](=O)[O-]	.	6	0	-3	1	19	-3	0
CC(C)N(Cc1ccccc1)S(=O)(=O)c1ccc2c(c1)NC(=O)CO2	0.2	0	-6	4	2	-2	-1	6
